Source: PubChem (National Center for Advancing Translational Sciences (NCATS))
GCN5L2 inh: qHTS Assay for Inhibitors of GCN5L2; hit rate 0.21% among 390,000; Histone acetyltransferase KAT2A (Homo sapiens), Q92830; Potency, µM (series often up to 58.9 µM), inactives show top-dose activity change, negative = inhibition, actives largely listed as inhibitors; GCN5L2 HAT assay, ThioGlo1 CoA-SH fluorescence; AID 504327, 2011
Target sequence (Q92830 whole entry, looked up): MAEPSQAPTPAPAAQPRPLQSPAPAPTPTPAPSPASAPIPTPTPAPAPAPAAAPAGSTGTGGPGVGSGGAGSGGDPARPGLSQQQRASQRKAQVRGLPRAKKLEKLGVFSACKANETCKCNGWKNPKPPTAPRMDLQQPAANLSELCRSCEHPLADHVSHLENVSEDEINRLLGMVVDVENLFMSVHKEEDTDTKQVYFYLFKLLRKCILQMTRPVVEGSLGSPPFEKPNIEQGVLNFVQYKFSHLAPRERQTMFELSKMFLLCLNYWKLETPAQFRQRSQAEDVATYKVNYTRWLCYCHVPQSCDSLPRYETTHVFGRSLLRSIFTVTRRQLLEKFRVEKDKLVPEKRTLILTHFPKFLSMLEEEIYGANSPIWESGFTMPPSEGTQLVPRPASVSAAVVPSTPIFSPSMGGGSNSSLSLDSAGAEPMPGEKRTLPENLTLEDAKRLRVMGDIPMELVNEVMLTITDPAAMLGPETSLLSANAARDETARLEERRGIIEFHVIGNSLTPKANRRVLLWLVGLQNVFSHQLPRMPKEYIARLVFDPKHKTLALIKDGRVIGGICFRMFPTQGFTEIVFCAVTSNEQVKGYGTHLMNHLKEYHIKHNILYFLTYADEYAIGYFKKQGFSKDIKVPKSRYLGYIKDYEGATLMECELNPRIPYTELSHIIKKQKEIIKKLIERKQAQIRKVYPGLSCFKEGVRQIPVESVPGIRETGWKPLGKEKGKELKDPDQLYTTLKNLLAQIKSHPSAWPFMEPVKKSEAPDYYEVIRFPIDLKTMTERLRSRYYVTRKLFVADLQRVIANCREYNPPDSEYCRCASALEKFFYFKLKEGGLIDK
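Preincubate 20nM GCN5L2 with compound 15 min, RT → add 50uM ThioGlo1 + 75uM H3(1-25) + 70uM acetyl-CoA → read fluorescence 0 and 20 min. Primary qHTS; fluorescent artifacts likely.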
DT40 TDP1 no CPT: qHTS for Inhibitors of human tyrosyl-DNA phosphodiesterase 1 (TDP1): qHTS in cells in absence of CPT. DT40 Tdp1-/- hTDP1 cells, no CPT, ATP luminescence, 48 h. hit rate 15% among 420,000. Potency, µM (top dose mostly 46.2 µM), for the others: at the top dose activity change, negative = growth inhibition, hits mostly inhibitors; further: nearly all actives have a fitted effect of over 55% in size
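Readout: luminescence from CellTiter-Glo after 30 min in the dark at RT. Cells: DT40 Tdp1-/- with stable hTDP1, 400/well. Exposure: compounds alone, ≥48 hr, 37 °C.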
DT40 TDP1 CPT: qHTS for Inhibitors of human tyrosyl-DNA phosphodiesterase 1 (TDP1): qHTS in cells in presence of CPT. Potency, µM (top dose mostly 46.2 µM), for the others: top-dose activity change, negative = growth inhibition, usual class: inhibitors. chicken DT40 Tdp1-/-;hTDP1 cells + 20 nM CPT, ATP luminescence, 48 h. hit rate 12% among 420,000; further: nearly all actives have a fitted effect of over 55% in size
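Chicken DT40 Tdp1-/- cells complemented with human TDP1, 400 cells/well, exposed to compounds plus 20 nM camptothecin for at least 48 h at 37 C; viability read as ATP content by CellTiter-Glo luminescence.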
* hit, by the source's call; ? = inconclusive; / = not tested or not shown; [ ] = dose if it differs, or a comment. The call rests on the fitted dose curve; in most records, active means well fitted curve in the direction sought with a large enough effect; inconclusive means small, poorly fitted or top-dose-only effect, or another doubt; inactive means no such curve, though single readings can be large; an effect the other way counts as inactive or inconclusive. On the % scale 0 is the no-effect control and ±100 the full control effect; potency means the concentration at half of the fitted maximal effect. No enrichment for hits (roughly 18% active in at least one column).

A first look:
SMILES	GCN5L2 inh	DT40 TDP1 no CPT	DT40 TDP1 CPT
COc1cn(CC(=O)Nc2ccc(C)cc2C)c(CN2CCCCC2)cc1=O	-6%	-13%	13%
Cc1ccc(C(=O)C2CCN(CC(=O)Nc3ccc(N(C)C)cc3)CC2)cc1	0%	?	?
CCN(CC)CCN(Cc1cc2cc3c(cc2[nH]c1=O)OCCO3)C(=S)NCC(C)C	-2%	?	?
CCN(CC(=O)Nc1c(F)cccc1F)C(=O)C(C)SCc1nc2sc(C)c(C)c2c(=O)[nH]1 (stereo not given)	1%	2%	?
CCOCCCNC(=O)CN1C(=O)/C(=C\c2ccc(C)cc2)Sc2ccccc21	1%	?	21µM*
O=C(CSc1nnnn1Cc1ccccc1)c1ccccc1F	-2%	?	-13%
COc1ccc(N2CCN(C(=O)CCNC(=O)c3ccc(Br)cc3)CC2)cc1	-6%	?	-25%

Main list, repeating the preview:
SMILES	GCN5L2 inh	DT40 TDP1 no CPT	DT40 TDP1 CPT
COc1cn(CC(=O)Nc2ccc(C)cc2C)c(CN2CCCCC2)cc1=O	-6%	-13%	13%
Cc1ccc(C(=O)C2CCN(CC(=O)Nc3ccc(N(C)C)cc3)CC2)cc1	0%	?	?
CCN(CC)CCN(Cc1cc2cc3c(cc2[nH]c1=O)OCCO3)C(=S)NCC(C)C	-2%	?	?
CCN(CC(=O)Nc1c(F)cccc1F)C(=O)C(C)SCc1nc2sc(C)c(C)c2c(=O)[nH]1 (stereo not given)	1%	2%	?
CCOCCCNC(=O)CN1C(=O)/C(=C\c2ccc(C)cc2)Sc2ccccc21	1%	?	21µM*
O=C(CSc1nnnn1Cc1ccccc1)c1ccccc1F	-2%	?	-13%
COc1ccc(N2CCN(C(=O)CCNC(=O)c3ccc(Br)cc3)CC2)cc1	-6%	?	-25%
CC(C)C(OC(=O)c1nsc(Cl)c1Cl)C(=O)NCC1CCCO1 (stereo not given)	-2%	40%[activator]	4%
Cc1nn2c(N)c(C#N)cnc2c1-c1ccccc1	-11%	?	?
O=[N+]([O-])c1ccc(N2CCN(S(=O)(=O)Cc3ccccc3)CC2)cc1N1CCOCC1	2%	-25%	-7%
COc1ccc(-n2nnnc2SCC(=O)NCCc2ccc(OC)c(OC)c2)cc1	1%	?	?
CCC(c1nnnn1Cc1ccc(OC)cc1)N1CCN(c2ccc(OC)cc2)CC1 (stereo not given)	-10%	-28%	0%
COCCNC(=S)N1CCC(C(=O)c2ccc(C)cc2)CC1	-10%	?	?
NC(=O)c1sc2nc3c(c(-c4cccnc4)c2c1N)CCC3	-3%	-9%	?
Cc1ccc(S(=O)(=O)N(C)CC(=O)Nc2nc3ccccc3s2)cc1	-19%	21µM*	16µM*
O=C(Nc1ccc2oc(=O)ccc2c1)c1ccccc1[N+](=O)[O-]	-3%	4%	1%
O=C(O)c1cccc2c1-c1ccccc1/C2=N\Nc1ccccc1	1%	-2%	17%
CC(C)OCCCNC(=O)c1cc(-c2cccs2)nc2ccccc12	-22%	?	16µM*
CCCCCCNC(=O)CCc1c(C)nc2nc(-c3cc(OC)cc(OC)c3)nn2c1C	-3%	16µM*	?
O=C(COC(=O)CNC(=O)c1sc2ccccc2c1Cl)Nc1c(Cl)cc(Cl)cc1Cl	2%	-16%	2%
CCOc1ccc(NC(=O)c2cccnc2SC)cc1	-13%	1%	7%
CN(CCOc1cccc(C(F)(F)F)c1)Cc1ccccc1	-11%	?	?
Cc1ccc(SCCNC(=O)c2ccccc2F)cc1	-10%	?	-21%
COC(=O)c1cc(S(=O)(=O)N2CCN(c3cc(C)ccc3C)CC2)c[nH]1	-9%	?	?
CC(=O)c1ccc(NC(=O)CSc2nnc(-c3ccoc3C)n2Cc2ccccc2)cc1	0%	-27%	?
Next part.
SMILES	GCN5L2 inh	DT40 TDP1 no CPT	DT40 TDP1 CPT
O=C(CCCc1nc(-c2ccccc2)no1)Nc1cc(C(F)(F)F)cc(C(F)(F)F)c1	-28%	23µM*	?
CC(C)OCCCn1c(=S)[nH]c2ncccc2c1=O	-5%	-4%	-13%
O=c1[nH]nc(SCc2ccccc2)n1C1CC2C=CC1C2 (stereo not given)	-9%	-20%	-2%
CCCN(Cc1cc(=O)[nH]c2ccccc12)C(=O)CC	-8%	9%	-2%
Cc1ccc(OCCC(=O)Nc2ccc(C)c(F)c2)cc1	-5%	-39%	-26%
Cc1cc(OCc2nn[nH]n2)c2c(C)c(Cc3ccccc3)c(=O)oc2c1	-9%	-17%	1%
CCOC(=O)c1ccc(NC(=O)CCS(=O)(=O)Cc2ccccc2)cc1	3%	3%	25%
COc1ccc(C(=O)COC(=O)CN2C(=O)c3ccccc3C2=O)c(OC)c1	-21%	-7%	-3%
CCN(CC)Cc1cc(CC(C(N)=O)C(N)=O)ccc1OC	-1%	3%	5%
COc1ccc(CNC(=O)CSc2nc(C)cs2)cc1	0%	-4%	5%
Cc1nc2ccccc2cc1C(=O)NCc1ccco1	-3%	?	?
CS(=O)(=O)N1CCN(Cc2cc(=O)n3ccsc3n2)CC1	-15%	-12%	12%
CCCOc1ccc(C(F)(F)F)cc1NC(=O)CN1C(=O)C(=O)N(CC)C1=O	5%	2%	-2%
c1cnc2c(-c3nccc4c3[nH]c3ccccc34)cccc2c1	/	-11%[9.04 µM]	17%[9.04 µM]
CCc1nc2nc(C)c(NS(=O)(=O)c3ccc(Br)s3)c(=O)n2[nH]1	-21%	-3%	-4%
Cc1ccc(C(=O)CS(C)(=O)=O)cc1	-3%	-6%	-1%
Cc1csc(NC(=O)C(C)N2C(=O)c3ccccc3S2(=O)=O)n1 (stereo not given)	-6%	23%	-3%
Cn1ncc([N+](=O)[O-])c1C(=O)Nc1nccs1	-11%	-4%	-24%
COc1ccc(-c2nc(SC)n(C)c(=O)c2C#N)cc1OC	3%	?	?
COc1ccc([C@@H]2[C@@H]3C(=O)N(C(C)(C)C)C(=O)[C@@H]3[C@]3(Cc4ccccc4)C(=O)N(c4cccc(Cl)c4)C(=O)N23)cc1	-3%	?	-20%
CC(C)NC(=O)CN(Cc1ccc(F)cc1)C(=O)CCC(=O)Nc1nccs1	-1%	-10%	-17%
CSc1nnc(NC(=O)c2nc(S(=O)(=O)Cc3ccccc3)ncc2Cl)s1	-6%	16µM*	12µM*
NC(=S)N=Nc1c(O)n(Cc2ccc(Br)cc2)c2ccccc12	0%	4.6µM*	5.2µM*
CSc1ccc(/C=C2\NC(=O)NC2=O)cc1	/	?	-13%
COc1ccc(CCN=C(NS(=O)(=O)c2ccccc2)c2ccccc2)cc1OC	-6%	-4%	14%
Following part:
SMILES	GCN5L2 inh	DT40 TDP1 no CPT	DT40 TDP1 CPT
CC(C#Cc1c([C@@H](C)Oc2ccccc2)nnn1Cc1ccccc1)Oc1ccccc1 (stereo not given in full)	-26%	?	?
CSC1=NCCN1C(=O)c1cccc(Br)c1	0%	-9%	0%
Cc1ccc(Nc2c(-c3ccc(N(C)C)cc3)nc3ncccn23)cc1	-20%	?	?
COc1ccc(OC2(C)CCN(Cc3ccc(-c4ccccc4)o3)C2)cc1 (stereo not given)	/	?	21µM*
CCN(CC)S(=O)(=O)c1ccc(N2CCOCC2)c(NC(=O)c2cc(-c3ccccn3)nc3ccccc23)c1	0%	9.2µM*	13µM*
COc1ccccc1OCCn1cc(C(=O)c2ccco2)c2ccccc21	-3%	18µM*	?
O=C1Cn2c(nc3ccccc32)N1c1ccccc1F	2%	0%	-20%
c1cc2ccc3ccc(-n4cnnn4)c4ccc(c1)c2c34	1%	?	-4%
Cn1c(=O)c2c(-c3ccccc3)n(CCCN3CCOCC3)cc2n(C)c1=O	-1%	?	-5%
Cc1nn(C(=O)COc2ccccc2)c(C)c1Sc1ccccc1	-2%	-17%	-14%
N/C(=N\OC(=O)CCCOc1ccc(Cl)cc1Cl)c1ccncc1	-8%	-9%	-10%
Cc1onc(-c2c(Cl)cccc2Cl)c1/C(N)=N/OC(=O)C1CC1	-1%	-23%	-3%
COc1nc2ccccc2nc1CCC(=O)O	-6%	6%	0%
CN(C)S(=O)(=O)N1C(=O)c2ccccc2C1=O	6%	-4%	-28%
Cc1sc(NC(=O)Cn2[nH]c(=O)c3ccccc3c2=O)nc1-c1ccccc1	-6%	?	?
N#Cc1nc(-c2ccco2)oc1N1CCN(c2ccccc2)CC1	-5%	-23%	-3%
CC1(C)CC(=O)C=C(c2ccc(Oc3ccccc3)cc2)C1=O	/	?	?
COc1ccc(/C=C/C(=O)OCC(=O)Nc2ccc(OC)c(S(=O)(=O)N3CCCCC3)c2)cc1	-8%	?	?
NC(=NCc1ccco1)NC(=O)c1ccccc1	-15%	-25%	-18%
CN(C)c1ccc(/C=N/n2c(C3CCCCC3)n[nH]c2=S)cc1	-10%	16µM*	?
O=C(O/N=C1\CCS(=O)(=O)c2sccc21)c1ccccc1	-24%	-3%	-1%
COC(=O)CCC(=O)Nc1sc2c(c1C#N)CCCC2	-11%	4.6µM*	4.6µM*
CC(C)(C)C1CCc2onc(C(=O)Nc3cccnc3)c2C1 (stereo not given)	-3%	-19%	-15%
COC(=O)C1=C(C)OC(N)=C(C#N)C1c1ccccc1F (stereo not given)	0%	-9%	-22%
Cc1ccc2nc(-c3sc4nc(C)ccc4c3N)[nH]c2c1	-7%	?	-20%
The list goes on:
SMILES	GCN5L2 inh	DT40 TDP1 no CPT	DT40 TDP1 CPT
COc1cc(CCC(=O)OCC(=O)Nc2cccc(S(N)(=O)=O)c2)cc(OC)c1OC	-8%	-1%	-8%
Fc1ccc(-n2nnc(-c3ccccc3Br)n2)cc1	-3%	-29%	2%
COc1ccc(N2C(=O)CCC(C(=O)NCCCN3CCC(C)CC3)C2c2ccc(OC)c(OC)c2)cc1 (stereo not given)	-2%	-1%	-12%
CC(=O)c1sc(N/N=C\c2ccc(N(C)C)cc2)nc1C	-5%	?	-8%
COc1ccc(Cn2c(=O)c3oc4ccccc4c3n(Cc3cccc(C(F)(F)F)c3)c2=O)cc1	-3%	?	?
O=C(CN1CCC(n2nnc3cc(F)ccc32)CC1)NNC(=O)c1ccccc1	-5%	-1%	-12%
Cc1cccnc1NC(=O)CN1C(=O)COc2ccc(Cl)cc21	-6%	-8%	9%
CC1Oc2ccccc2C=C1/C=N\NC(=O)c1cccnc1 (stereo not given)	-4%	-27%	-12%
Cn1c(=O)oc2cc(S(=O)(=O)N3CCN(Cc4ccc5c(c4)OCO5)CC3)ccc21	-4%	?	-24%
Cc1ccc(S(=O)(=O)Nc2c(C)nn(C)c2C)cc1C	0%	13µM*	21µM*
Cc1nn(Cc2ccccc2Cl)c(Cl)c1/C=C/C(=O)OCC(=O)NC1CCS(=O)(=O)C1 (stereo not given)	3%	-26%	21%
Cc1cccc(C(=O)Nc2ccccc2-c2nc(-c3ccccc3)no2)c1	-3%	-2%	-17%
COc1cccc(OC)c1OCCCCc1c(C)n[nH]c1C	0%	?	26µM*
O=C1N/C(=N\S(=O)(=O)Cc2ccccc2)S/C1=C/c1cccc([N+](=O)[O-])c1	-27%	5%	0%
O=C(N/N=C/c1ccc(O)cc1)c1cc[n+](Cc2ccccc2)cc1	33%[activator]	12%	14%
CCOc1ccc(S(=O)(=O)Nc2cccc(-c3ccc(OCC)nn3)c2)cc1	-7%	16µM*	12µM*
C[n+]1cccc(C(=O)NCC2CCCO2)c1 (stereo not given)	-13%	-3%	2%
CC(C)(C)c1ccc(S(=O)(=O)NCc2ccc(C(=O)NCC3CCCO3)cc2)cc1 (stereo not given)	-12%	?	?
O=C1CN(C(=O)NCC(=O)N2CCCC2)c2ccccc2N1	1%	-26%	8%
COc1ccc(CN2CCC(n3nccc3NC(=O)c3cccc(F)c3)CC2)cc1O	1%	-3%	-24%
Cc1cc(=O)c2ccccc2[nH]1	-13%	-13%	-21%
COc1cccc(C(=O)N2CCN(Cc3ccccc3[N+](=O)[O-])CC2)c1	1%	?	-10%
CCOC(=O)c1cn(Cc2ccccc2)nn1	-3%	2%	-28%
CCc1ccc2c(c1)[C@]1(C(=O)N2)[C@@H]2C(=O)N(Cc3ccccc3)C(=O)[C@@H]2[C@@H]2CCCN21	1%	?	?
CSc1cccc(NC(=O)c2ccccc2N(C)S(C)(=O)=O)c1	-2%	7%	-13%

Full records as entered above. Screens in order: GCN5L2 inh	DT40 TDP1 no CPT	DT40 TDP1 CPT
Shown for CCOC(=O)c1cn(Cc2ccccc2)nn1 → -3%	2%	-28%
Shown for Fc1ccc(-n2nnc(-c3ccccc3Br)n2)cc1 → -3%	-29%	2%
